Measles CPE: protection of cells from measles virus | Measles virus-infected cells, CPE protection, absorbance | protection (pct of control), % at 4 µM | 1.5% of 140,000 active; in the data active means protection mostly above about 24%, no sharp cut-off; inactive means mostly below about 26%; further: some compounds called inactive have numbers as strong as hits
HCT116 PTEN-null: growth suppressors of cells with PTEN tumor suppressor deletion; HCT116 PTEN-null viability, CellTiter-Glo, 60 h; stronger effect = lower value; viability, % at 10 µM; 1.2% of 140,000 active;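 active means viability at or below a set limit, 4 SD under the median of all tested compounds, cut at about 3.7% in these data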;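 further: PTEN knockout HCT116 line with beta catenin targeted HCT116 as companion control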
HCT116 bCat-KO: beta-catenin-lacking colon tumor cell growth suppression | viability, % at 10 µM | HCT116 beta-catenin knockout viability, CellTiter-Glo, 60 h; stronger effect = lower value | 1.5% of 140,000 active;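 active means viability at or under a set limit, the compound median less 4 SD, cut at about 6% in these data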;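 further: 0% = Hyamine 1622 control at 20 µM and 100% = untreated cell control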
Phagocyt inh: inhibitors of macrophage phagocytosis; inhibition, % at 5 µM; J774A.1 macrophage IgG-bead phagocytosis, imaging; 0.07% of 110,000 active;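 active means inhibition above the mean of the plate negative controls plus 5 SD, cut at about 13% in these data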;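 further: phagocytic index as fraction of beads internalized from green versus red external bead signal; plate controls were DMSO negative control for no effect and cytochalasin-D positive control for full effect; some results beyond the cut were filed as inactive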
NPY Y2 blocker: blocks the human neuropeptide Y Y2 receptor. NPY-Y2 expressing cells, antagonist mode. 0.99% of 140,000 active. inhibition, % at 2.7 µM. AID 793; in the data active means inhibition above about 17%;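 further: 0% = vehicle with agonist challenge and 100% = reference antagonist with challenge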
Target sequence (P49146 whole entry, looked up): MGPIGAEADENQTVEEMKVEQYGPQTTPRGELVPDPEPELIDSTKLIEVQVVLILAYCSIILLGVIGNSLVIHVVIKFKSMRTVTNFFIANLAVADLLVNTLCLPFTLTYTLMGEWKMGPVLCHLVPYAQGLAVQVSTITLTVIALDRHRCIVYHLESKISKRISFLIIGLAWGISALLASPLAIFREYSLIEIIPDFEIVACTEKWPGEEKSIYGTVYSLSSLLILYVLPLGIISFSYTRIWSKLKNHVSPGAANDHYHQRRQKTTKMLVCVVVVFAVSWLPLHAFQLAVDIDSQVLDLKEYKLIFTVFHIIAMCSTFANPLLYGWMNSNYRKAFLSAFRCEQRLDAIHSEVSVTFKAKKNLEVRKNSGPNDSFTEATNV
Yeast life ext: extends the lifespan of yeast; S. cerevisiae growth with nicotinamide, OD615; deaD strain in restrictive glucose medium; 0.68% of 130,000 active; AID 775; inhibition of the nicotinamide effect, % at 10 µM;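 active means inhibition above a set limit, placed 3 SD over the median of all compounds, cut at about 26% in these data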;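 further: 0% = nicotinamide-treated wells and 100% = cells grown without nicotinamide; some compounds called inactive have numbers as strong as hits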
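Assay system: engineered S. cerevisiae DeaD replicative-lifespan strain, galactose-grown log-phase cells; medium: restrictive CSMM-D dextrose medium; also added: nicotinamide, 1.5 mM, co-present with compound; schedule: 48 h compound exposure at 30 °C, humidified; detection: absorbance at 615 nm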
MRP1 act: activators of MRP-1; H69AR cells + doxorubicin, viability rescue, CellTiter-Glo; viability increase, % at 10 µM; 0.61% of 140,000 active; AID 799;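 active means viability gain under doxorubicin at or above a set limit, the compound median plus 3 SD, cut at about 4.7% in these data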;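 further: MRP-1 overexpressing cells given doxorubicin 25 µM after compound pretreatment; 18-22 h compound pretreatment then 72 h with doxorubicin before readout; 0% = doxorubicin-only wells and 100% = vehicle-treated cells without doxorubicin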
GALR2 antag: antagonists of human galanin receptor 2 (GALR2); GALR2-expressing cells, antagonist mode; inhibition, % at 4 µM; 0.39% of 140,000 active; in the data active means inhibition above about 27%;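 further: cells stimulated with galanin 1-16 at roughly its EC80; 0% = agonist challenge control and 100% = basal control without agonist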
Target sequence (O43603 whole entry, looked up): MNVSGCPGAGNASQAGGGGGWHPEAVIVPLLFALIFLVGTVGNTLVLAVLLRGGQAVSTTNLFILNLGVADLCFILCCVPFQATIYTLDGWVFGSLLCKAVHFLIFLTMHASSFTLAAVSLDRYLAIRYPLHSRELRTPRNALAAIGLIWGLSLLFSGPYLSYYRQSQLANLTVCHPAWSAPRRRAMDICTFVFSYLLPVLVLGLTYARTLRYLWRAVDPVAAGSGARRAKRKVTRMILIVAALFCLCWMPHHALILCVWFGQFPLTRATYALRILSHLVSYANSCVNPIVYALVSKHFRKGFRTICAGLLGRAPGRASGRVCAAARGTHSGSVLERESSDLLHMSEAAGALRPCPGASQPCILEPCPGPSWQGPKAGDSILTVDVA
Yeast growth inh: chemicals that inhibit yeast BB579 growth in restrictive medium (lifespan-shortening candidates) | S. cerevisiae BB579 growth, OD615, 48 h | inhibition, % at 10 µM | 0.51% of 140,000 active | AID 804;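 active means inhibition above a set limit, 3 SD over the mean compound inhibition, cut at about 44% in these data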; further: inactives centre near -24
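Test system: Saccharomyces cerevisiae DeaD strain BB579, replicative lifespan model yeast | Buffer or medium: Restrictive CSMM-D medium | Doses: One dose, 10 µM compound with 0.25% DMSO | Incubation: 48 h exposure, 30 °C | Detection: Culture absorbance at 615 nm | Control set: Amphotericin B at 10 µg/mL as positive control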
E-sel TNF inh: blocks E-selectin expression induced by TNF alpha; inhibition, % at 2 µM; HUVEC TNFa-induced E-selectin immunofluorescence, high content; 0.71% of 120,000 active;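 active means inhibition above the batch mean plus 3 SD, and confirmed as a hit on visual image review, cut at about 43% in these data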;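 further: 0% = TNF-stimulated DMSO wells and 100% = unstimulated control wells; not every result past the cut was called active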
Active calls of the source: *; . = no result given. Compounds were not picked by outcome (roughly 6.4% active in at least one column).

SMILES	Measles CPE	HCT116 PTEN-null	HCT116 bCat-KO	Phagocyt inh	NPY Y2 blocker	Yeast life ext	MRP1 act	GALR2 antag	Yeast growth inh	E-sel TNF inh
Cc1sc(NC(=O)c2ccco2)nc1-c1ccccc1	7	89	86	0	0	-15	-4.2	11	8	-1
O=S(=O)(c1cccc(-c2nc3n(n2)Cc2ccccc2-3)c1)N1CCCC1	25	116	88	0	6	-17	-1.4	15	-9	-45
CCN1C(=O)C2(C(C#N)=C(N)Oc3n[nH]c(COC)c32)c2ccccc21 (configuration not stated)	4	92	95	1	3	0	-1.4	-17	-36	-8
Cc1nc(N2CCC(C)CC2)c2oc3ccccc3c2n1	3	48	44	0	19*	-27	-2.5	12	-24	-11
Cc1ccc(-c2csc3ncn(CC(=O)N4CCOCC4)c(=O)c23)cc1C	5	90	93	0	5	-8	-1.1	-14	-50	14
O=C(c1ccc(-c2cc3ccccc3oc2=O)cc1)N1CCN(c2ccc(Cl)cc2[N+](=O)[O-])CC1	7	69	80	0	1	-3	-2.4	2	-51	.
CC1=NN(C(N)=S)C(=O)C1N=Nc1ccc(C)cc1C (configuration not stated)	20	95	90	0	1	-10	-2.3	-6	-12	-15
Cc1oc2c(O)c(O)ccc2c(=O)c1-c1cnn(-c2ccccc2)c1	18	18	28	.	-1	-12	4.9*	6	16	11
C=CCn1c(C)cc(C(=O)COc2ncnc3sccc23)c1C	33	67	70	0	1	44*	-1.2	3	-21	4
CC(C)CC(C(=O)OCC(=O)Nc1cccc(Cl)c1)N1C(=O)C2CC=CCC2C1=O (configuration not stated)	2	104	100	-7	2	-1	-0.1	-1	-16	-49
Cn1cc(S(=O)(=O)CC(=O)Nc2ccc(Br)cc2)c2ccccc21	11	74	77	0	2	-3	-1.8	-5	-22	6
CCc1ccc2c(c1)CCCN2C(=O)c1ccccc1C(=O)O	25	80	80	1	1	34*	-4.4	-10	-42	.
Cc1cc(C(=O)CN2CCCCC2)c(C)n1-c1ccc(F)cc1	1	93	84	-6	5	2	-1.0	3	-8	15
O=C(NCCN1CCOCC1)c1ccccc1[N+](=O)[O-]	5	100	92	-3	2	-6	-0.9	-1	-12	3
Cc1ccc(C(=O)N2C3C=CC(C3)C2(C(F)(F)F)C(F)(F)F)cc1 (configuration not stated)	33	98	100	.	1	1	-0.6	3	-28	-24
COC(=O)c1cn(Cc2c(C)cc(C)cc2C)nn1	5	92	100	-3	5	3	-2.2	-12	-55	.
O=C(CCN1C(=O)c2ccccc2S1(=O)=O)N1CCN(c2ccccc2)CC1	18	97	80	2	2	-1	-2.5	2	-1	-18
COc1ccc(C(=O)NCc2cn3c(C)csc3n2)cc1OC	6	86	96	.	0	-5	0.5	8	4	-95
CC1=C(C(=O)OC(C)C)C(c2c(O)ccc3ccccc23)NC(=O)N1 (configuration not stated)	3	95	91	0	2	-6	-3.0	4	-35	9
COc1ccc(-c2csc(C)n2)cc1	6	95	97	.	-2	.	0.4	-2	-10	5
COc1cccc(-c2nnc(SCN3C(=O)c4ccccc4C3=O)n2C)c1	11	100	92	-2	5	12	-0.4	-3	-66	-12
O=C(O)C1C2C=CC(C2)C1C(=O)Nc1ccc(C(=O)N2CCCCC2)c(Cl)c1 (configuration not stated)	5	89	85	-1	7	-17	-1.1	3	-30	-3
CCOC(=O)N1CCC(NC(=O)c2ccc3c(c2)sc2nc(-c4ccc(OC)cc4)cn23)CC1	2	112	98	-1	2	3	-2.3	8	-73	.
O=C(NCC1OCCc2ccccc21)c1ccc(NC(=O)c2ccc(Cl)cc2)cc1 (configuration not stated)	3	26	55	-2	2	-1	3.0	11	-6	.
Cn1c(SCC(=O)Nc2ccc(F)cc2)nnc1-c1cccnc1	11	101	98	-1	-2	-8	-0.4	3	21	.
COC(=O)c1c(C)[nH]c(C(=O)COC(=O)Cc2ccc3c(c2)OCCO3)c1C	6	98	93	0	10	-6	-0.7	-4	-12	35
COc1ccc2c(c1OC)C(=O)OC2Nc1nc(-c2ccc(-c3ccccc3)cc2)cs1 (configuration not stated)	5	92	87	.	0	-7	-2.4	10	-10	.
COc1cc(OC)c(NC(=O)CCc2ccccc2)cc1Cl	3	93	89	.	2	-9	-2.8	-5	-2	10
C[n+]1c2n(c3ccccc31)N=C(c1ccc(Br)cc1)CS2	10	21	10	0	3	-2	-2.0	8	-44	-22
CC(/C=C/c1ccccc1)=N/NC(=O)c1cc([N+](=O)[O-])cc([N+](=O)[O-])c1	16	5	9	-2	2	3	-3.0	4	-27	.

An excerpt from above in order of heavy-atom count, high to low.
SMILES	Measles CPE	HCT116 PTEN-null	HCT116 bCat-KO	Phagocyt inh	NPY Y2 blocker	Yeast life ext	MRP1 act	GALR2 antag	Yeast growth inh	E-sel TNF inh
COc1cccc(-c2nnc(SCN3C(=O)c4ccccc4C3=O)n2C)c1	11	100	92	-2	5	12	-0.4	-3	-66	-12
CC(/C=C/c1ccccc1)=N/NC(=O)c1cc([N+](=O)[O-])cc([N+](=O)[O-])c1	16	5	9	-2	2	3	-3.0	4	-27	.
C[n+]1c2n(c3ccccc31)N=C(c1ccc(Br)cc1)CS2	10	21	10	0	3	-2	-2.0	8	-44	-22

Next part
SMILES	Measles CPE	HCT116 PTEN-null	HCT116 bCat-KO	Phagocyt inh	NPY Y2 blocker	Yeast life ext	MRP1 act	GALR2 antag	Yeast growth inh	E-sel TNF inh
COc1ccc(C2C(C(N)=O)=C(C)Nc3nc(-c4ccccc4Cl)nn32)c(OC)c1 (configuration not stated)	19	106	91	0	1	-4	0.2	11	0	-17
Cn1c(CNc2ccccn2)c(C#N)c2ccccc21	13	100	92	-1	1	-9	-1.6	1	-53	7
O=C(NCc1ccco1)C(c1cccnc1)N(C(=O)Cn1nnc2ccccc21)c1ccccc1 (configuration not stated)	21	99	93	-1	2	-9	-1.5	12	-4	0
COC(=O)[C@@]1(Cc2ccc(F)cc2)[C@H]2c3cc(C(=O)N(C)C)n(Cc4ccc(OC)c(OC)c4)c3C[C@H]2CN1C(=O)c1ccccc1	9	58	67	.	8	2	-4.2	-6	-1	-55
CC(NC(=O)c1ccccc1)C(c1cccs1)N1CCOCC1 (configuration not stated)	7	91	90	0	-1	-8	-1.3	-2	-11	26
CCOc1ccc2ccccc2c1/C=N/NC(=O)CNC(=O)Cc1ccccc1	4	99	94	.	1	-2	-3.2	-6	-38	-9
S=C(NCCSCc1ccc(Cl)cc1Cl)Nc1ccccc1	3	87	84	.	-1	-5	-5.3	-9	-5	7
COc1cc(C2C3=C(Nc4ncnn42)c2ccccc2CC3)cc(OC)c1OC (configuration not stated)	0	14	16	5	5	-7	-2.8	35*	3	.
O=c1c(Cl)c(N2CCN(S(=O)(=O)c3ccc(F)cc3)CC2)cnn1-c1cccc(Cl)c1	3	81	92	.	5	-15	-0.9	1	-62	11
O=C(CSc1nc2cccnc2n1Cc1ccccc1)NC1CCCCC1	13	91	85	.	7	.	-0.6	2	-39	4

Sorted by the number under Measles CPE (descending): 3 of the compounds above
Molecule	Measles CPE	Phagocyt inh	NPY Y2 blocker	Yeast life ext	GALR2 antag	Yeast growth inh	E-sel TNF inh
Cn1c(CNc2ccccn2)c(C#N)c2ccccc21	13	-1	1	-9	1	-53	7
CC(NC(=O)c1ccccc1)C(c1cccs1)N1CCOCC1 (configuration not stated)	7	0	-1	-8	-2	-11	26
S=C(NCCSCc1ccc(Cl)cc1Cl)Nc1ccccc1	3	.	-1	-5	-9	-5	7

Further records follow:
SMILES	Measles CPE	HCT116 PTEN-null	HCT116 bCat-KO	Phagocyt inh	NPY Y2 blocker	Yeast life ext	MRP1 act	GALR2 antag	Yeast growth inh	E-sel TNF inh
Cc1ccccc1C(=O)Nc1ccccc1C(=O)N/N=C\c1ccco1	4	104	97	0	3	-3	-0.2	3	-36	-18
Clc1cccc(CSc2nnc(-c3sccc3-n3cccc3)o2)c1	10	60	56	.	3	-9	3.4	-8	-13	82*
COC(=O)C1=C(C)N=C2SCCC(=O)N2C1c1ccc(C(=O)OC)cc1 (configuration not stated)	3	94	99	0	-1	3	-3.1	-2	-13	-4
Cc1ccc(CNc2cc(-c3nn4c(C)nnc4s3)ccc2C)s1	7	98	92	-2	8	-6	-2.7	3	-10	12
COCCN1C(=O)c2oc3ccccc3c(=O)c2C1c1ccc(O)c(OC)c1 (configuration not stated)	13	101	104	0	1	-7	-2.8	9	-60	-33
N#Cc1nc(COc2ccc(Cl)cc2Cl)oc1N1CCOCC1	11	80	80	0	4	-11	-0.7	1	-9	.
O=C(Nc1ccc2c(c1)OCO2)N1CCN(S(=O)(=O)c2ccc(Cl)cc2)CC1	13	83	82	-1	1	-11	-1.8	1	-48	-42
COC(=O)Cc1cc(=O)n2[nH]c(SC)nc2n1	14	97	96	.	4	-6	-1.9	-25	-4	8
Cc1ccc(C(=O)NNC(=O)CSc2nnc(-c3ccccc3)n2Cc2ccccc2)cc1	7	97	96	-11	3	0	0.7	-7	-31	.
Clc1ccccc1CN1CCC(Cc2ccccc2)CC1	4	82	87	-3	6	8	-2.5	-2	-16	4
CC(=O)C1=C(O)CC(c2ccccc2)CC1=NCCc1c(C)[nH]c2ccccc12 (configuration not stated)	10	89	84	.	5	6	-0.1	-4	-39	-23
NC(=O)C1CCN(C(=O)CSc2nc3ccccc3s2)CC1	5	100	98	.	0	1	-2.2	17	-11	-4
O=C(NCc1cccnc1)c1cc(-c2ccccc2)on1	15	92	90	-2	0	-25	-3.1	6	16	-8
COc1cccc(-n2nnnc2SCC(=O)c2cc(OC)ccc2OC)c1	6	96	97	1	3	6	-5.4	-7	-14	-36
Cc1ccc(C(=O)NCC2CCCO2)cc1[N+](=O)[O-] (configuration not stated)	18	109	95	-15	2	2	-0.6	-1	16	.
COC(=O)c1ccc(C(=O)OC)c(NC(=O)CSCc2ccc(Cl)cc2)c1	4	104	85	1	3	-3	-0.6	4	-30	-25
COc1cc(-c2nn3c(Cc4ccccc4)nnc3s2)cc(OC)c1OC	6	84	88	0	3	11	-2.1	-31	-47	4
